# Screening data (PubChem)
# Kir21 block – blocks the mouse Kir2.1 inward-rectifier potassium channel. P35561. HEK293-Kir2.1, FluxOR thallium flux fluorescence; stronger effect = lower value. B-score at 10 µM. 0.85% of 310,000 active. AID 1672;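 active = fluorescence ratio B-score at or below minus 3 SD of library scores, with starting-brightness B-score within 2 SD, cut at about -4.2 in these data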;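 also: channel flux triggered by added potassium and thallium sulfate stimulus; B-score of peak minus minimum fluorescence over baseline after thallium stimulus; more negative B-score means stronger Kir2.1 block with less thallium influx; some compounds called inactive have numbers as strong as hits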
# Target sequence (P35561 whole entry, looked up): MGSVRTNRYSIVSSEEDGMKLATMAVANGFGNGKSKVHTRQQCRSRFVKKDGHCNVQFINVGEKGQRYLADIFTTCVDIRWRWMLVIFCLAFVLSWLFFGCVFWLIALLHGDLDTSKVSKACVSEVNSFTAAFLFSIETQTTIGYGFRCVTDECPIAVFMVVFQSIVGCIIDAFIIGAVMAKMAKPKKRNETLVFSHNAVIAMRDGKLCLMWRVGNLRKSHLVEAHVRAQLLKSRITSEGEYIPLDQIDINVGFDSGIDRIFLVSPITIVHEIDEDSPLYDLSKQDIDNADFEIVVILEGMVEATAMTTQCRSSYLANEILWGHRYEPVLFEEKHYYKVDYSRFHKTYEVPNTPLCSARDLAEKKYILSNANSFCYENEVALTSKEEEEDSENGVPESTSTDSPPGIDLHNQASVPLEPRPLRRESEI
# STK33 inh – inhibitors of human STK33 kinase; Q9BYT3; purified STK33, MBP phosphorylation, ADP-Glo luminescence; inhibition, % at 10 µM; 0.073% of 320,000 active; AID 2661;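 active = inhibition at or above 25%, using the most active replicate where run in duplicate; inactive = inhibition below 25%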
# Target sequence (Q9BYT3 whole entry, looked up): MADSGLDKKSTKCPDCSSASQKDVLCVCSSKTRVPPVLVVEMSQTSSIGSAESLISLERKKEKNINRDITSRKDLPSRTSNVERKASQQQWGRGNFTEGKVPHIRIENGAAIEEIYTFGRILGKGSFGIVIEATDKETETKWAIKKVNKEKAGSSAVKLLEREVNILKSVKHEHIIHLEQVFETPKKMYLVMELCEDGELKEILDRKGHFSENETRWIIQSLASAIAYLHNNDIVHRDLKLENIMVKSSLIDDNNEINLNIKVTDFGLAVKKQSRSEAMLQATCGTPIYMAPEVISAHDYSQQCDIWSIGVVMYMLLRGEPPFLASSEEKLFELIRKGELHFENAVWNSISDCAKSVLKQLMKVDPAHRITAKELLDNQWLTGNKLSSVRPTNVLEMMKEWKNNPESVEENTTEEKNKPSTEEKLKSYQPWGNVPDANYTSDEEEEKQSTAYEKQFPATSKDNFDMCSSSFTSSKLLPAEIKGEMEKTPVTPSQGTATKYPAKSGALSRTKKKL
# The depositor's hits bear a star; · = no result given.
SMILES,Kir21 block,STK33 inh
CC1CCCN(S(=O)(=O)c2ccc3c(c2)CCN3C(=O)C2CCC2)C1 (stereo not given),1.2,-1.0
O=C(CCl)Nc1cc(S(=O)(=O)N2CCOCC2)ccc1N1CCOCC1,-0.3,-0.2
NNC(=S)NCCc1ccccc1,0.24,-0.6
Cc1ccc(C2C=C(c3ccc4c(c3)OCO4)Nc3ncnn32)cc1 (stereo not given),0.41,-0.9
O=C(N/C(=C/C=C\c1ccccc1)C(=O)N1CCOCC1)c1ccc(Br)cc1,0.79,-0.5
CCC(=O)Nc1nnc(S(=O)(=O)N(CC(C)C)c2ccccc2)s1,0.59,-0.3
CCOC(=O)c1c(C)[nH]c(C(=O)COC(=O)CCSc2ccccc2)c1C,0,-1.0
COc1ccc(/C(C)=N/NC(=O)CNC(=O)c2ccncc2)cc1,-0.04,-1.2
CC1(C)Cc2nc3sc4c(SCC(=O)O)ncnc4c3cc2CO1,0.13,1.3
CCOc1ccc(CNS(=O)(=O)c2cc(CN3C(=O)c4cccnc4C3=O)ccc2OC)cc1,-0.44,-0.2
CCCc1nn2c(=O)cc(CSCC(=O)Nc3cccc(OC)c3)nc2s1,-1.2,-0.2
CC(=O)NC1C2CN3CCN(C2)CC1(Cc1ccccc1)C3 (stereo not given),-2.3,·
CC(=O)Nc1ccc(NCC(O)COc2ccccc2)cc1 (stereo not given),0.2,0.1
O=S(=O)(NCc1ccc(F)cc1)c1ccc2c(c1)OCCO2,0.44,4.3
Cc1ccccc1-c1nc(P(=O)(c2ccccc2)c2ccccc2)c(N2CCOCC2)o1,0.18,0.5
Cc1ccc(OCC(=O)NN=C2C3CC4CC(C3)CC2C4)cc1,·,0.3
CCC(C)(C)n1nnnc1C(c1ccccn1)N1CCN(c2cccc(OC)c2)CC1 (stereo not given),1,-1.1
Cc1ccc(S(=O)(=O)NC2CCCCC2)cc1C(=O)N1CCC(C(N)=O)CC1,·,-0.8
CN(C)c1nnnn1Cc1ccccc1,1.4,-0.6
CC(C)N(CCCNC(=O)CC1Oc2ccccc2NC1=O)Cc1ccccc1 (stereo not given),-0.55,-1.1

# By substructure: the compounds so far containing two or more sulfur atoms.
SMILES,Kir21 block,STK33 inh
CCC(=O)Nc1nnc(S(=O)(=O)N(CC(C)C)c2ccccc2)s1,0.59,-0.3
CC1(C)Cc2nc3sc4c(SCC(=O)O)ncnc4c3cc2CO1,0.13,1.3
CCCc1nn2c(=O)cc(CSCC(=O)Nc3cccc(OC)c3)nc2s1,-1.2,-0.2

# (next part)
SMILES,Kir21 block,STK33 inh
O=C(c1ccc(F)cc1F)N1CCN(S(=O)(=O)c2ccc3c(c2)OCCO3)CC1,·,-0.9
CC(C)(CS(=O)(=O)[O-])NC(=O)CC[N+](C)(C)CCO,0.64,-1.5
CC(=O)Nc1cccc(NC(=O)c2cc(C)on2)c1,0.34,-0.5
Cc1ccc(C2(c3ccccc3)NC(=O)N(CC(=O)NC3(C#N)CCCC3)C2=O)cc1C (stereo not given),·,1.5
CN(C)S(=O)(=O)c1cccc(N=C2NN=C(c3ccccc3)CS2)c1,·,-0.3
CCOC(=O)c1sc(NC(=O)Cn2nnc3sc4c(c3c2=O)CCC(C(C)(C)C)C4)nc1C (stereo not given),0.3,-0.3
Cn1c(=O)c2ncn(CC(=O)NCCC3=CCCCC3)c2n(C)c1=O,-0.56,-6.6
O=C(NC1CCN(Cc2ccccc2)CC1)C1CCCN(S(=O)(=O)c2cccc3nonc23)C1 (stereo not given),0.65,-1.9
O=C(/C=C/c1ccc(Cl)cc1Cl)NCc1ccncc1,0,-0.1
CCOc1ccc(C(=O)CC(=O)C(=O)NCCc2ccc(OC)c(OC)c2)cc1,0.8,0.1
O=C(O)c1cccc(S(=O)(=O)NNc2ccccc2C(F)(F)F)c1,-0.48,-1.5
Cc1ccc2nc(-c3ccc(NC(=O)CSCC(=O)O)cc3)sc2c1,1.3,1.2
Clc1ccc(NCc2ccsc2)cc1,0.04,-1.6
CCCc1cc(=O)[nH]c(SCC(=O)N2CC3(C)CC2CC(C)(C)C3)n1 (stereo not given),·,-3.2
Cc1nc2ccccn2c1C(=O)C(=O)Nc1cc(F)ccc1F,-1.4,-0.9
COc1cc(C2NC(=O)NC(C)=C2C(=O)OC(C)C)ccc1OC(=O)c1ccco1 (stereo not given),-2.9,0.3
CN(Cc1ccc(OC(F)F)cc1)C(=O)c1ccc2c(=O)n3c(nc2c1)CCC3,-0.68,-1.1
N[C@@H](Cc1cc(I)c(Oc2cc(I)c(O)c(I)c2)c(I)c1)C(=O)O,2.2,-1.0
CSc1nsc(SCC(=O)Nc2cc(C(=O)O)ccc2C)n1,0.02,9.4
Cc1ccc(NC(=O)CSc2cccc[n+]2[O-])c([N+](=O)[O-])c1,-0.86,-1.7
CCOc1ccc(NC(=O)CC2C(=O)N(c3ccc(OC)cc3)C(=S)N2Cc2ccccn2)cc1 (stereo not given),0.02,0.9
O=c1[nH]cnc2ccccc12,-0.39,1.6
CCOc1ccc(N=C2SC(C(=O)O)CC(=O)N2C)cc1 (stereo not given),1.8,-1.9
CCc1ccc(N2CC(C)Cn3c2nc2c3c(=O)[nH]c(=O)n2C)cc1 (stereo not given),0.99,-0.8
CCN(CC)CCCOC(=O)c1ccc(OC)cc1O,-0.1,-2.7
CC(=O)Nc1ncc2c(n1)CC(c1ccco1)CC2=O (stereo not given),1.5,-0.3
C/C=C/COC(=O)C1=C(C)NC(=O)NC1c1ccc2c(c1)OCO2 (stereo not given),-2.6,0.3
C=CCCCCCCCCc1nc(SCC(=O)O)n[nH]1,1.6,0.3
CCCCOc1ccccc1C1CC(=O)NC2=C1C(=O)CCC2 (stereo not given),-0.04,0.3
Cc1c(CC(=O)NCCCC(=O)O)c(=O)oc2c(C)c3oc4c(c3cc12)CCCC4,0.1,0.3
CCOC(=O)C1=C(C)NC(SCC(=O)Nc2nc(C)cs2)=C(C#N)C1c1cccs1 (stereo not given),-0.1,-0.8
CCOC(=O)c1nc(C)sc1-c1ccnn1S(=O)(=O)c1cccc(Cl)c1,-2.8,-2.9
Cc1ccc(-c2nc(SC(C)C(=O)N3CCOCC3)n[nH]2)cc1 (stereo not given),1,-2.8
CCCCN(C)C(=S)Nc1ccsc1C(=O)OC,-2,1.6
CCOc1cccc(-c2nnc3sc(COc4ccc(OC)cc4)nn23)c1,-0.16,-0.1
O=c1[nH]c(CSc2nnc3ccccn23)nc2cc(C(F)(F)F)ccc12,1.6,0.5
CC(C)(C)c1nc(CN2CCOCC2)cc(CN2CCOCC2)c1O,-1.4,0.7
CCOc1ccc(NS(=O)(=O)c2ccc(NC(=O)C3CCCO3)cc2)cc1 (stereo not given),2.6,0.9
O=C(CCCCn1c(=O)c2ccccc2n(Cc2ccc(F)cc2)c1=O)NCc1ccco1,·,-0.4
CCOC(=O)c1ccc(NC(=O)CSc2ccc(-c3ccccn3)nn2)cc1,-1.7,-1.2

# Not a retest: an excerpt of the list.
SMILES,Kir21 block,STK33 inh
CCOC(=O)C1=C(C)NC(SCC(=O)Nc2nc(C)cs2)=C(C#N)C1c1cccs1 (stereo not given),-0.1,-0.8
CCOC(=O)c1nc(C)sc1-c1ccnn1S(=O)(=O)c1cccc(Cl)c1,-2.8,-2.9
Cc1ccc(-c2nc(SC(C)C(=O)N3CCOCC3)n[nH]2)cc1 (stereo not given),1,-2.8
CCCCN(C)C(=S)Nc1ccsc1C(=O)OC,-2,1.6
CCOc1cccc(-c2nnc3sc(COc4ccc(OC)cc4)nn23)c1,-0.16,-0.1

# (further entries)
SMILES,Kir21 block,STK33 inh
O=C(CC1SC(=NCc2ccccc2)NC1=O)Nc1ccccc1 (stereo not given),-1,-0.4
COC(=O)c1c(NS(=O)(=O)c2cccs2)sc2c1CCCC2,0.1,-1.4
CCC(C)C(NC(=O)c1ccc(Cl)cc1)C(=O)O (stereo not given),1,-0.5
CC1=C(C(=O)OCC(C)C)C(c2ccccc2Cl)NC(=O)N1C (stereo not given),-1.8,-3.1
O=C1NC(=O)/C(=C/C(=O)N2CCOCC2)S1,-0.33,-1.9
CC1(C)CC(=O)C2=C(C1)OC(N)=C(C#N)C2c1cccs1 (stereo not given),0.54,1.6
COCCn1c(SCC(=O)NC2CCCC2)nnc1C(C)C,0.15,-1.3
CCc1ccc(C(=O)Nc2ccc3c(c2)n(C)c(=O)n3C)cc1,2,·
COc1ccc([C@@H]2Sc3cc(OC)ccc3N(CCN(C(C)C)C(C)C)C(=O)[C@H]2OC(C)=O)cc1,-0.21,-1.1
CCOC(=O)C1CCCN(C(=O)c2[nH]c3ccc(OC)cc3c2C)C1 (stereo not given),0.02,-1.7

# 7 of the entries above in order of the Kir21 block value, rising:
SMILES,Kir21 block,STK33 inh
O=C1NC(=O)/C(=C/C(=O)N2CCOCC2)S1,-0.33,-1.9
COc1ccc([C@@H]2Sc3cc(OC)ccc3N(CCN(C(C)C)C(C)C)C(=O)[C@H]2OC(C)=O)cc1,-0.21,-1.1
CCOC(=O)C1CCCN(C(=O)c2[nH]c3ccc(OC)cc3c2C)C1 (stereo not given),0.02,-1.7
COCCn1c(SCC(=O)NC2CCCC2)nnc1C(C)C,0.15,-1.3
CC1(C)CC(=O)C2=C(C1)OC(N)=C(C#N)C2c1cccs1 (stereo not given),0.54,1.6
CCC(C)C(NC(=O)c1ccc(Cl)cc1)C(=O)O (stereo not given),1,-0.5
CCc1ccc(C(=O)Nc2ccc3c(c2)n(C)c(=O)n3C)cc1,2,·

# New compounds follow:
SMILES,Kir21 block,STK33 inh
O=C(COc1ccc2ccccc2c1)NNC(=O)Nc1ccccc1F,1.8,-0.2
Cc1ccc(C2CC(=O)NC(SCC(N)=O)=C2C#N)s1 (stereo not given),0.36,-1.5
Cc1cc(-c2ccccc2)nc2oc(C(=O)NN)c(N)c12,-0.31,-0.1
CN(C(=O)c1cccc(NC(=O)C2CCCN(C(=O)OC(C)(C)C)C2)c1)C1CCCC1 (stereo not given),·,0.8
CC(C)(C)c1ccc(/C=C(\C#N)C(=O)NC2CC2)cc1,0.25,-1.1
CCCOc1ccc(CSc2n[nH]c(C)n2)cc1,-0.04,-0.6
CC(=O)c1c(C)[nH]c(C(=O)Nc2ccc(C)cc2Br)c1C,0.09,-0.7
Cc1nn(-c2ccc(Cl)cc2)c(N)c1C(O)(CSc1nccn1C)C(F)(F)F (stereo not given),·,2.5
CCc1ccc([C@@H]2CC=C(C(=O)O)[C@H](c3ccc(Br)cc3)N2S(=O)(=O)c2ccc(C)cc2)cc1,·,-0.9
CCOc1ccc(C2C(C#N)=C(N)Oc3cc(C)[nH]c(=O)c32)cc1OC (stereo not given),0.19,-0.5
COC(=O)c1ccc(C2C(Oc3ccccc3)C(=O)N2CCc2ccc(F)cc2)cc1 (stereo not given),3.5,-1.6
O=C(CCc1c[nH]c2ccccc12)N1CCN(c2ccc(F)cc2)CC1,-0.19,-2.3
O=C(CN1CCN(C(=O)c2ccco2)CC1)N1CCc2[nH]c3ccccc3c2C1,0.46,1.3
NC(=O)Cc1nc(-c2ccc(F)cc2)cs1,0.21,-2.0
COc1ccc(NC(=O)CSc2nc3c(c(=O)n(C)c(=O)n3C)n2C)c(OC)c1,-0.83,-0.1
CCCCCCCCS(=O)CCC(=O)O (stereo not given),-0.17,-2.2
Cc1cccc(N2CCN(c3ccc(N4C(=O)CCCC4=O)cc3[N+](=O)[O-])CC2C)c1 (stereo not given),-0.22,-0.6
O=C(CCNS(=O)(=O)c1cccs1)N1CCN(c2ccc(F)cc2)CC1,-0.28,0.3
CC1(C)CC(=O)C2=C(C1)NC(Nc1nc3ccccc3o1)=NC21CCCCC1,-1.4,-1.6
Cc1ccc(-c2csc(Nc3ccc(S(N)(=O)=O)cc3)n2)o1,0.58,-0.2
FC(F)(F)c1cccc(Cn2nnnc2-c2cccc(C(F)(F)F)c2)c1,0.49,-0.7
CCOC(=O)CSCC(NC(=O)OC(C)(C)C)C(=O)OCC (stereo not given),-1.1,-1.1
COc1c(CC=C(C)C)c(O)cc2oc(=O)c3c4ccc(O)cc4oc3c12,0.22,-0.2
Cc1cc2nc(C)c(=O)n(C)c2cc1C,0.26,1.0
CCN1CCc2c(OCC(=O)N3CCc4ccccc43)cccc2C1=O,0.11,2.0
CCNS(=O)(=O)c1ccc(CCC(N)=O)cc1,-0.19,-1.3
CCOC(=O)[C@@H]1[C@H]2COc3cc(OC)ccc3[C@@H]2N2C(=O)N(c3ccc(C)cc3)C(=O)[C@@]12C,-0.71,1.0
O=c1c2ccccc2c(-c2ccc(Cl)cc2)nn1-c1ccccc1,1.1,-1.0
O=C(CN1C(=O)CSC1=O)Nc1ccccc1F,0.03,-0.4
CC(Oc1ccccc1)C(=O)N1CCN(c2ccc(N3CCOCC3)nn2)CC1 (stereo not given),0.42,0.9
O=C(NCC1CCCO1)c1ccc(Br)s1 (stereo not given),-0.01,-0.3
O=C(CCCN1C(=O)/C(=C/c2cccs2)SC1=S)Nc1ccccn1,-1.1,-1.3
Cc1ccccc1NS(=O)(=O)c1ccc2c(c1)n(C)c(=O)n2C,-0.54,-0.8
Cc1cccc(NC(=O)CSc2nc3ccccc3o2)c1,0.08,0.8
CC(Oc1ccc(F)cc1)C(=O)Nc1ccc(N2CCOCC2)cc1N1CCOCC1 (stereo not given),-0.12,-0.3
CCN1C(C(=O)c2ccccc2)=C(Nc2ccccc2C)c2ccccc2S1(=O)=O,-0.33,-1.1
CC(C)c1cc(CN2CCOCC2)cc(C(C)C)c1O,0.08,-0.2
O=C(O)C1CSC2(CCN(Cc3ccccc3)CC2)N1 (stereo not given),-1.4,·
Nc1c(C(=O)c2ccco2)oc2ccccc12,0.89,6.6
Cc1cnc(C(=O)OCC(=O)Nc2cccc(S(=O)(=O)N3CCCCC3)c2)cn1,-0.63,-0.7
NS(=O)(=O)c1ccc(NC(=S)NNC(=O)c2ccc(Br)o2)cc1,0.66,0.0
Cc1ccc(C)c(OC(=O)C2CSC3(C)CCC(=O)N23)c1C (stereo not given),·,-0.5
CC1(C)CC1C(=O)Nc1ccc([N+](=O)[O-])cc1Br (stereo not given),-1.6,-1.2
